Screening results from PubChem BioAssay.
aSyn yeast rescue: qHTS of alpha-syn Inhibitors: NCGC Sytravon Library Screen | S. cerevisiae alpha-synuclein toxicity rescue, BacTiter-Glo growth, 24 h | Potency, µM (titrated, usually from 46.1 µM), inactives show at the highest dose growth rescue (activation), usual class: activators | 94,000 compounds, 0.02% hits; active means well fitted activation curve with a large enough effect; inconclusive means small, poorly fitted or top-dose-only effect; further: 0% is about no effect
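Growth restoration measured by BacTiter-Glo luminescence after 24 hr at 30 deg C; alpha-synuclein yeast, raffinose-pregrown to mid-log, were added at OD600=0.02 in galactose medium onto pinned compounds.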
The depositor's hits bear a star; ? = inconclusive; [ ] = another dose, or the depositor's remark. Potency means the concentration at half of the fitted maximal effect. An excerpt (hit frequency here may not be typical).

SMILES | aSyn yeast rescue
COc1ccc(CCNC(=O)C2CCC(CNS(=O)(=O)c3ccc(C)cc3)CC2)cc1OC (stereo not given) | -7%
Cc1ccc(-n2nc(CO)c(C(=O)NCc3cccnc3)n2)cc1 | 6%
COc1cccc(NC(=O)CN2C(=O)CSc3ccc(S(=O)(=O)N4CCCC4)cc32)c1 | -5%
CCC(C)NC(=O)CSc1nc2c(sc3ccccc32)c(=O)n1CCc1ccc(OC)c(OC)c1 (stereo not given) | 0%
Clc1ccccc1-c1nnc(-c2ccccc2CNc2ccccc2)o1 | 0%
Cc1cc(=O)oc2c3c(cc(OCC(=O)NC(C)C)c12)OC(C)(C)CC3 | -7%
CCC(C(=O)Nc1ccc(C(C)=O)cc1)n1c(C)c2cnn(-c3ccccc3)c(=O)c2c1C (stereo not given) | 0%
C[C@@H]1CN([C@H](C)CO)C(=O)CCCn2nncc2CO[C@@H]1CN(C)C(=O)Nc1ccc2c(c1)OCO2 | -7%
CCCCCOC(=O)c1ccc(Nc2nc(C(=O)OCC)nc3ccccc23)cc1 | 4%
CCOC(=O)c1ccc(NC(=O)CCn2ccc(C)n2)cc1 | -3%
COC(=O)CSc1nc2sc3c(c2c(=O)n1-c1ccccc1)C(C)CCC3 (stereo not given) | -4%
COc1ccc2c(c1)CC(C(=O)Nc1ccc(Br)c(C)c1)CO2 (stereo not given) | 3%
CC(=O)Cn1cnc2c(cnn2-c2ccc(F)cc2)c1=O | 1%
COc1ccc(N=C2SC(C(=O)N3CCN(c4ccccc4)CC3)CC(=O)N2C)cc1 (stereo not given) | -1%
Cc1ccc(NC(=O)Cn2ncn3c(cc4ccccc43)c2=O)c(C)c1 | -2%
CCOC(=O)c1cc2c(=O)n3ccccc3nc2n(CCCOC)c1=NC(=O)C(C)(C)Oc1ccc(Cl)cc1 | 4%
CCOc1ccccc1NC(=O)N1c2ccccc2Sc2ccccc21 | 3%
CCc1ccc(NC(=O)C2CCCN(S(C)(=O)=O)C2)cc1 (stereo not given) | -3%
NC(=O)NC(=O)COC(=O)c1ccc2noc(-c3ccccc3)c2c1 | -1%
CCOC(=O)c1ccc(NC(=O)CCC(=O)N2Cc3ccccc3Oc3ncccc32)cc1 | -14%
C[C@H](CO)N1C[C@H](C)[C@@H](CN(C)C(=O)Oc2ccccc2)OCc2cn(nn2)CCCC1=O | 1%
COc1ccc(C(C(=O)NC(C)(C)C)N(C(=O)Cn2nnc3ccccc32)c2ccc(C(C)=O)cc2)cc1O (stereo not given) | 6%
O=C(NNC(=O)c1cccc(S(=O)(=O)Nc2ccccc2F)c1)c1ccncc1 | -8%
O=C(CSc1nc(=O)n(Cc2ccco2)c2c1CCC2)Nc1ccccc1C(F)(F)F | -2%
C[C@H]1CN([C@@H](C)CO)C(=O)CCCn2nncc2CO[C@H]1CN(C)S(=O)(=O)c1cccc(C#N)c1 | -4%
Continuation:
SMILES | aSyn yeast rescue
Nc1cc(=O)[nH]c(SCc2ccccc2)n1 | -8%
COc1cccc(CNC(=O)CSc2ncc(S(=O)(=O)c3ccc(C)c(Cl)c3)c(=O)[nH]2)c1 | 5%
CCN1CCSc2ccc(C(=O)NCc3ccc(F)cc3)cc21 | -13%
COc1cc(CN(C(=O)COc2ccc(Cl)c(C)c2)c2ccccn2)cc(OC)c1OC | 8%
Cc1nn(-c2ccc(N3CCCCC3)nn2)c(C)c1CCC(=O)NCc1ccccc1 | 3%
CCN(CC)CCOC(=O)c1ccc(NC(=O)c2cn(-c3ccccc3)nc2-c2cccs2)cc1 | 5%
CC(=O)N/C(=C\c1ccccc1)C(=O)Nc1ccc(O)cc1 | -1%
CN(Cc1cnn(-c2ccccc2)c1)C(=O)c1cccc(S(=O)(=O)Nc2ccccc2F)c1 | 13%
Nc1nn(-c2ccccc2)nc1C(=O)OCc1c(F)cccc1Cl | -1%
O=C(CN1C(=O)NC2(CCc3ccccc32)C1=O)Nc1ccc(Cl)cc1F (stereo not given) | -5%
Cc1ccccc1C(=O)Nc1ccccc1-c1nc(-c2ccccc2)no1 | -8%
CCOc1cc(C#N)c(NC(=O)c2ccc(OC)c(S(=O)(=O)N3CCCC3)c2)cc1OCC | 6%
COc1cccc(NC(=O)CN(C)C(=O)c2cc(Cl)nc3ccccc23)c1 | -1%
CCOC(=O)c1c(C)oc2nc(C)nc(NCCc3ccc(OCC)c(OCC)c3)c12 | -4%
Cc1ccc(S(=O)(=O)NCc2nc(-c3cccc(C)c3)no2)cc1 | 9%
COc1ccccc1NC(=O)C1=C(C)Nc2nc(SCc3ccccc3C)nn2C1CC(C)C (stereo not given) | 1%
Cc1nc2c(=O)[nH]n(C)c2nc1C | 5%
CC(NC(=O)c1ccccc1)c1nc2ccccc2n1Cc1ccc(Cl)cc1 (stereo not given) | -3%
CCOc1ccc(-c2cccc(NS(=O)(=O)c3c(C)cc(C)cc3C)c2)nn1 | 21%
CCCOc1ccc(CNC(=O)C2CCCN(c3nc4c(C)cc(C)cc4s3)C2)cc1 (stereo not given) | -4%
CN(CC(=O)NCc1ccccc1)S(=O)(=O)c1ccc2[nH]c3c(c2c1)CCCC3 | 3%
Cc1cc(C)cc(NC(=O)Cn2nnc(C(=O)NCc3ccco3)c2N)c1 | -3%
O=[N+]([O-])c1ccc(NN=C(Oc2ccccc2)c2ccc([N+](=O)[O-])cc2)cc1 | -20%
CCCCc1nn2c(=O)cc(COC(=O)c3ccccc3NC(=O)c3cccs3)nc2s1 | -7%
N#CCCSC(=S)C1CCCC1=N (stereo not given) | -5%
Going on with the list:
SMILES | aSyn yeast rescue
Cc1ccc(C)c(N(C(=O)c2csnn2)C(C(=O)NC2CCCC2)c2ccncc2)c1 (stereo not given) | 10%
COc1ccc(C2(CNC(=O)c3cccs3)CCOCC2)cc1 | -15%
O=C(NCc1ccccc1Cl)C1CCCN(C(=O)c2cnn(-c3ccccc3)c2-n2cccc2)C1 (stereo not given) | 3%
O=S(=O)(c1ccccc1)c1nc(-c2ccccc2F)oc1N1CCOCC1 | 0%
COc1cc(-c2noc(-c3ccc(N4CCCCC4)c([N+](=O)[O-])c3)n2)cc(OC)c1OC | -1%
COc1cc(C(=O)N(Cc2ccc(N(C)C)cc2)CC2CCCO2)cc(OC)c1OC (stereo not given) | 1%
Cc1ccc(Cl)cc1N1CCN(S(=O)(=O)c2ccc3c(c2)CC(=O)N3C)CC1 | -2%
O=C(CSc1ccccn1)N1CCN(S(=O)(=O)c2ccc(Cl)cc2)CC1 | -1%
C#CCN(C[C@@H]1[C@@H](OC(=O)NCC2CCCCC2)[C@@H](OC(=O)NCC2CCCCC2)Cn2c(=O)n(CCCCCC)c(=O)n21)S(=O)(=O)c1ccc(C)cc1 | 14%
COc1ccc(N(CC(=O)NC2CCCCC2)C(=O)c2snc(C(N)=O)c2N)cc1 | 2%
CC1(C)OC(=O)C(=CNC(=O)c2c(F)cccc2F)C(=O)O1 | 10%
CC(C)(C)c1ccc(-n2ncc3c2CCCC3NC(=O)c2ccco2)cc1 (stereo not given) | -12%
COc1ccc(C(=O)NCC(C)(C)CNC(=O)c2ccc(OC)cc2)cc1 | 8%
COc1ccc2[nH]c(C(=O)N3CCCN(Cc4ccc(F)cc4)CC3)cc2c1 | 10%
Cc1ccccc1CN1CCc2nc(N3CCN(c4ncccn4)CC3)ncc2C1 | -4%
O=C(Nc1ccc(Cl)cc1)C1CCN(c2nc3ccccc3n3cccc23)CC1 | -5%
Cc1cccc(N2CCN(C(=O)C3CCN(Cc4nc(-c5ccc(Cl)cc5)oc4C)CC3)CC2)c1C | 5%
Cc1ccc(CNC(=O)c2ccc3c(c2)N(Cc2cccc(C)c2)C(=O)CS3)cc1 | 2%
Cc1ccccc1NS(=O)(=O)c1ccc(C(=O)N2CCN(S(=O)(=O)c3ccccc3)CC2)cc1 | 4%
CCN1CCN(c2ccc(S(=O)(=O)N3CCCCC3)cc2NC(=O)c2cccc(C)c2)CC1 | 7%
CC1(C)CN(CCc2ccccc2)C(=O)[C@H]1CC(=O)Nc1ccccc1 | 10%
O=C(Cn1cc(SCc2ccc(F)cc2)c2ccccc21)N1CCCCC1 | ?
O=C(Cn1ccn(-c2ccc(F)c(F)c2)c(=O)c1=O)NCCc1ccccc1 | -1%
C/C(=N\NC(=O)CC#N)c1cc2ccccc2oc1=O | -47%[inhibitor]
CC(C)c1nc(SCC(=O)Nc2cccc(C(F)(F)F)c2)c2c(=O)n(C)c(=O)n(C)c2n1 | -3%

Reprinted from the part before: 7 compounds, followed by the next part.
SMILES | aSyn yeast rescue
Cc1ccccc1NS(=O)(=O)c1ccc(C(=O)N2CCN(S(=O)(=O)c3ccccc3)CC2)cc1 | 4%
CCN1CCN(c2ccc(S(=O)(=O)N3CCCCC3)cc2NC(=O)c2cccc(C)c2)CC1 | 7%
CC1(C)CN(CCc2ccccc2)C(=O)[C@H]1CC(=O)Nc1ccccc1 | 10%
O=C(Cn1cc(SCc2ccc(F)cc2)c2ccccc21)N1CCCCC1 | ?
O=C(Cn1ccn(-c2ccc(F)c(F)c2)c(=O)c1=O)NCCc1ccccc1 | -1%
C/C(=N\NC(=O)CC#N)c1cc2ccccc2oc1=O | -47%[inhibitor]
CC(C)c1nc(SCC(=O)Nc2cccc(C(F)(F)F)c2)c2c(=O)n(C)c(=O)n(C)c2n1 | -3%
O=C(NCCCNC(=O)c1cncc(O)c1)c1cncc(O)c1 | 5%
Cc1ccsc1C1CC(=O)Nc2ccccc2S1 (stereo not given) | 0%
CCOc1ccc(NC(=O)Cn2cc(C(=O)c3ccc(CC)cc3)c(=O)c3cc(OC)c(OC)cc32)cc1 | -11%
Cc1cc(C)n(-c2ccc(C(=O)Nc3ccc(C)c(S(=O)(=O)N(C)C)c3)cc2)n1 | -5%
Cc1cccc(N2CCN(S(=O)(=O)c3cc(Br)cc4c3N(C(=O)C3CC3)CC4)CC2C)c1 (stereo not given) | -32%[inhibitor]
Cc1ccccc1N(CC(=O)NC1CCCCC1)C(=O)c1csnn1 | 7%
Cn1nc(C(=O)N2CCN(c3ccc(Cl)cc3)CC2)c2c1-c1ccccc1S(=O)(=O)C2 | 8%
CC1CCCCN1Cc1c(O)ccc2c(=O)c(-c3ccccc3Cl)c(C(F)(F)F)oc12 (stereo not given) | 3%
O=c1c2ccccc2[nH]c2ccc(F)cc12 | -50%[inhibitor]
Cc1nnc(NC(=O)CSCc2ccccc2)s1 | -2%
COc1ccc(CCN(C(=O)/C=C/C(=O)O)C2CC(=O)N(c3ccccc3)C2=O)cc1 (stereo not given) | 3%
CC(C)Oc1cccc(C(=O)C2CCCN(Cc3ccc4nonc4c3)C2)c1 (stereo not given) | 2%
CCN(CC(=O)Nc1c(F)cccc1F)C(=O)CSc1nc2ccccc2o1 | 6%
COC(=O)C1CCN(c2csc3ccc(Cl)cc3c2=O)CC1 | -44%[inhibitor]
CN(C)CCNC(=O)c1cc2c(s1)-c1ccc(Cl)cc1SC2 | -16%
COc1ccc(NC(=O)CC2C(=O)N(c3ccc(OC)cc3)C(=S)N2NC(=O)c2cccc(F)c2)cc1 (stereo not given) | 13%
Cc1ccc(NC(=O)C2(S(=O)(=O)c3ccc(Cl)cc3)CC2)cc1 | 11%
O=C(NC1CC(=O)N(c2ccccc2)C1)c1ccc(S(=O)(=O)N2CCCC2)cc1 (stereo not given) | 3%
Cc1ccccc1SCC(=O)NCCCn1ccnc1 | 2%
CCOC(=O)c1sc(N2C(=O)c3oc4ccccc4c(=O)c3C2c2ccc(C(C)(C)C)cc2)nc1C (stereo not given) | 1%
CC(C)Sc1ncc(Cl)c(C(=O)Nc2c(C(=O)Nc3ccccc3)oc3ccccc23)n1 | -5%
CCN(CC(=O)Nc1cc(Cl)ccc1C)C(=O)c1ccc2c(c1)NC(=O)C(C)S2 (stereo not given) | 5%
CCOC(=O)C1(C)C(=O)CC2c3nc4ccccc4cc3CN2C1=O (stereo not given) | 2%
CNC(=O)CN1C(=O)NC2(CCc3ccccc3C2)C1=O (stereo not given) | 2%
CCC1CN(C(=O)N2CCC(C(=O)NCCC3=CCCCC3)CC2)c2cc(C)ccc2O1 (stereo not given) | ?
Further entries:
SMILES | aSyn yeast rescue
CC(=O)Nc1nnc(SCC(=O)N2CCc3ccccc32)s1 | -3%
CSc1ccc(CNC(=O)CN2C(=O)C3CCCCN3c3ccc(C(=O)N4CCCC4)cc32)cc1 (stereo not given) | 4%
Cc1cc(C(=O)Nc2nnc(C(F)(F)F)s2)cs1 | -1%
CC(=O)Nc1ccccc1OCc1cc(=O)n2c(C)csc2n1 | -4%
CCNC(=O)COC(=O)c1cc(-c2ccccc2)nn1-c1ccccc1 | -2%
COc1cc(NC(=O)c2noc3c2CC(C)CC3)c(OC)cc1Cl (stereo not given) | -11%
CC(=O)NC1C(OCc2ccccc2)OC2COC(C)(C)OC2C1O (stereo not given) | -2%
COc1ccc(S(=O)(=O)N2CCOCC2)cc1NC(=O)C1COc2ccccc2O1 (stereo not given) | -2%
COc1ccc(CCNC(=O)c2cc3c(=O)n(C)c4cc(Cl)ccc4c3s2)cc1OC | -3%
Cc1cc(C)c(NC(=O)CSc2nncn2-c2cccnc2)c(C)c1 | -12%
Cc1cccc(CSc2cn(CC(=O)N3CCCCCC3)c3ccccc23)c1 | 12%
CC(C)c1ccc(-c2nc3ccccc3s2)cc1 | -16%

Of the compounds above, 6 contain an NH in an aromatic ring.
SMILES | aSyn yeast rescue
Nc1cc(=O)[nH]c(SCc2ccccc2)n1 | -8%
COc1cccc(CNC(=O)CSc2ncc(S(=O)(=O)c3ccc(C)c(Cl)c3)c(=O)[nH]2)c1 | 5%
Cc1nc2c(=O)[nH]n(C)c2nc1C | 5%
CN(CC(=O)NCc1ccccc1)S(=O)(=O)c1ccc2[nH]c3c(c2c1)CCCC3 | 3%
COc1ccc2[nH]c(C(=O)N3CCCN(Cc4ccc(F)cc4)CC3)cc2c1 | 10%
O=c1c2ccccc2[nH]c2ccc(F)cc12 | -50%[inhibitor]
